TDP1 cell noCPT: qHTS for Inhibitors of human tyrosyl-DNA phosphodiesterase 1 (TDP1): qHTS in cells in absence of CPT; hit rate 15% among 420,000; AID 686978, 2013; DT40 Tdp1-/- hTDP1 cells, no CPT, ATP luminescence, 48 h; Potency, µM (top dose mostly 46.2 µM), for the others: at the highest dose activity change, negative = growth inhibition, actives largely listed as inhibitors; also: nearly all actives have a fitted effect of over 55% in size
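Chicken DT40 Tdp1-/- cells complemented with human TDP1, screened without camptothecin (DMSO vehicle only), 400 cells/well. Compounds pin-transferred, cells incubated at 37 °C for at least 48 hr. Growth read as ATP-dependent luminescence (CellTiter-Glo, 30 min at RT).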
KAT2A inh: blocks human GCN5L2 histone acetyltransferase | GCN5L2 HAT assay, ThioGlo1 CoA-SH fluorescence | Potency, µM (series often up to 58.9 µM), inactives show top-dose activity change, negative = inhibition, hits mostly inhibitors | hit rate 0.21% among 390,000 | AID 504327
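Fluorescence readout, Ex340nm/Em540nm: ThioGlo1 (50uM final) reacts with free CoA thiol released as 20nM GCN5L2 acetylates H3(1-25) peptide (75uM) using acetyl-CoA (70uM). Compound and enzyme sat 15 min beforehand; 20 min room-temperature reaction.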
TDP1 block: inhibitors of human tyrosyl-DNA phosphodiesterase TDP1 | Q9NUW8 | recombinant TDP1, AlphaScreen DNA substrate cleavage | Potency, µM (doses to about 130 µM), inactives show at the highest dose activity change, negative = inhibition, actives largely listed as inhibitors | hit rate 0.28% among 350,000 | AID 485290; also: nearly all actives have a fitted effect of over 40% in size
Target sequence (Q9NUW8 whole entry, looked up): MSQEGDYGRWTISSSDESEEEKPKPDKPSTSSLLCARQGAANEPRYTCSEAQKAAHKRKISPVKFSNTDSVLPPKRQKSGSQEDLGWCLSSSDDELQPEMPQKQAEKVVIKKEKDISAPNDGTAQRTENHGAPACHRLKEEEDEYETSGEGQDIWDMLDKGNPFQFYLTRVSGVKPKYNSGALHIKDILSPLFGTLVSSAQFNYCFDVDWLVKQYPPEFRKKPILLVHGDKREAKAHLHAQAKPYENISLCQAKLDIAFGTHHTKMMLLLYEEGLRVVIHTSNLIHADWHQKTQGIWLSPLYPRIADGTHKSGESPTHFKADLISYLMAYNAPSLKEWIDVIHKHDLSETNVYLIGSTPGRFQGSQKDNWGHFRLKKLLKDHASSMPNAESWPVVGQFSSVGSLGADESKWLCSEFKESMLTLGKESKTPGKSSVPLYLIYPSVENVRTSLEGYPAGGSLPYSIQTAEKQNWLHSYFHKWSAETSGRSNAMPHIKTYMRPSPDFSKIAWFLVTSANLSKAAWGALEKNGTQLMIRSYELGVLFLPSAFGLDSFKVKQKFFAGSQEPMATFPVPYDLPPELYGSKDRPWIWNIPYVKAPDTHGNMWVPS
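Recombinant human Tdp1 (E. coli-expressed, 1 nM final) preincubated with compounds 15 min at room temperature, then 5'-biotin/3'-phosphotyrosine-FITC DNA substrate (15 nM final) added for 5 min. AlphaScreen beads (10 ug/ml final) added 10 min; cleavage lowers signal.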
* marks the source's active call; other numbers are inactive results; u = inconclusive; x = not tested or not shown; & = joins results of further samples; [ ] = another dose, or the depositor's remark. Calls follow the shape of the dose curve; as a rule, active = well fitted curve in the direction sought with a large enough effect; inconclusive = small, poorly fitted or top-dose-only effect, or another doubt; inactive = no such curve, though single readings can be large; an effect the other way counts as inactive or inconclusive. % is scaled to controls: 0 for no effect and ±100 for the full control effect; potency is read from the fitted curve at half-maximal effect. An excerpt, so the mix of outcomes need not match the whole.

SMILES | TDP1 cell noCPT | KAT2A inh | TDP1 block
CS(=O)(=O)c1cccc(C(=O)NCc2ccc(F)cc2)c1 | -10% | -6% | 4%
COc1ccccc1CNC(=O)COC(=O)c1cc2ccccc2o1 | -13% | -3% | 0%
C=C(C)c1cc2c(ccc3ccc(=O)oc32)o1 | 9% | -7% | -3%
Cn1c(C(=O)N2CCCC(C(=O)NCc3ccc4c(c3)OCO4)C2)cc2sccc21 (stereo unspecified) | 23µM* | -11% | 6%
COCCOC(=O)c1c(C)oc2ccc(OC(=O)c3ccco3)cc12 | 12% | -3% | 4%
COC(=O)CCC(=O)NC1CC(C)(C)Cc2c1cnn2-c1ccccc1 (stereo unspecified) | 6% | 0% | x
CC1CCc2c(sc3ncn(N)c(=N)c23)C1 (stereo unspecified) | -14% | -2% | 7%
O=C(COc1ccc(Cl)cc1Cl)Nc1nc2n(n1)C(c1ccccc1)CC(=O)N2 (stereo unspecified) | u | -4% | 2%
CN(CC(O)CN)CC(O)CN1CCCCC1 (stereo unspecified) | -16% | -1% | 3%
N[C@@H]1CCN(O)C1=O | -4% | -3%&-3% | -8%
O=S(=O)(Nc1cccc(-c2cn3cccnc3n2)c1)c1ccc(-c2ccccc2)cc1 | 15µM* | -19% | 3%
Cc1onc(-c2ccccc2)c1C(=O)Nc1ccc2c(C)cc(=O)oc2c1 | -1% | -9% | 0%
O=C(NCCc1ccc(Cl)cc1)c1ccc2c(c1)N(Cc1ccccc1)C(=O)CS2 | 18µM* | 2% | 0%
Cc1cc(C)n(-c2nc3ccccc3nc2N2CCN(c3cccc(C)c3C)CC2)n1 | -5% | 1% | 0%
COc1cc(C(C#N)N2CCOCC2)ccc1O (stereo unspecified) | 0% | 0% | 5%
COCCN(Cc1cc2cc(C)ccc2[nH]c1=O)S(=O)(=O)c1ccc(Cl)cc1 | u | -3% | 3%
O=c1c(-c2cccs2)nc2cncnc2n1Cc1ccc(F)cc1 | 6% | -1% | x
CCOc1ccc(CCNC(=O)Cn2nc(C)c3c(C)n(-c4ccccc4)nc3c2=O)cc1OCC | u | -7%&0% | 1%&6%
CCOc1ccc(S(=O)(=O)c2cn(CC)c3ccc(F)cc3c2=O)cc1 | u | 0% | -1%
NC(=O)CSc1nc2ccc([N+](=O)[O-])cc2[nH]1 | 22% | -9% | 3%
c1ccc(CC2CCN(Cc3nc(-c4ccccc4)no3)CC2)cc1 | u | -22% | 8%
Cn1cc([N+](=O)[O-])c(C(=O)NNC(=O)c2ccc([N+](=O)[O-])cc2Cl)n1 | -27% | -1% | -5%
COc1ccccc1OCC(=O)N1CC2(C)CC1CC(C)(C)C2 (stereo unspecified) | u | 0% | 4%
O=C(CNC(=O)[C@@H]1Cc2ccccc2CN1)NC1CCCCC1 | -18% | -3% | 1%
COc1cc(-c2nnc(SCC(=O)N(C)C3CCS(=O)(=O)C3)o2)cc(OC)c1OC (stereo unspecified) | -5% | 2% | -5%
CCCCn1c(N)c(N(CC(C)C)C(=O)c2ccncc2)c(=O)[nH]c1=O | -2% | -4% | x
CCCn1c(=O)c2ccccc2n2c(=S)[nH]nc12 | 14% | -6% | x
Cc1ccc(S(=O)(=O)N(C)c2ccc(OCC(=O)OCc3c(C)noc3C)cc2)cc1 | -1% | -21% | 2%
COc1ccc(C(C(=O)NC2CCCC2)N(C(=O)c2snc(-c3ccc(F)cc3)c2N)c2ccccc2)cc1 (stereo unspecified) | 21µM* | 2% | 1%
COc1ccc(C2=CC(=O)C=CC2=O)cc1 | x | 13µM* | 6%
CCOC(=O)c1ccc(N2C(=O)CC(N3CCC(Nc4ccc(F)cc4)CC3)C2=O)cc1 (stereo unspecified) | -12% | -10% | 6%
Cc1ccc(-c2nnc3ccc(SCC(=O)OCc4ccccc4)nn23)cc1 | u | x | 0%
COCCN1CCN(C(=O)C2CCC(=O)N(CCc3ccccc3)C2)CC1 (stereo unspecified) | -5% | -22% | 1%[56.1 µM]
Cc1ccc(CN2C(=O)CSC(C)C2=O)cc1 (stereo unspecified) | 3% | 0% | x
Cc1ccc(/C=C/C(=O)Nc2ccccc2C(N)=O)o1 | 10µM* | -10% | -1%
COc1cc(S(=O)(=O)N(C)C)ccc1F | -15% | -5% | 0%
CC(OC(=O)/C(C#N)=C/c1ccc(N(C)C)cc1)C(=O)N(C)Cc1ccccc1 (stereo unspecified) | 12µM* | -6% | 2%
CCOC(=O)C1CCCN(c2ncnc3c2nnn3C)C1 (stereo unspecified) | -23% | -12% | -8%
Cc1ccsc1C=Nc1c(C)n(C)n(-c2ccccc2)c1=O | -14% | -8% | 9%
CC1CN(C(=O)Nc2ccc3snnc3c2)c2ccccc21 (stereo unspecified) | u | -4% | 1%
CCc1ccc(OCC(=O)NNC(=O)c2cnccn2)c(Br)c1 | 8.2µM* | 0% | 4%
CCOC(=O)C1CCCCN1Cc1cccc(OC)c1OC (stereo unspecified) | -15% | -6%[0.501 µM] | 4%
Cc1ccc(NC(=O)Cc2cn3ccsc3n2)nc1 | 1% | 3% | 5%
CCc1noc(C)c1C(=O)Nc1ccc(F)c(F)c1 | 12% | 0% | 1%[0.505 µM]
Cc1ccc(S(=O)(=O)N2CCC(C(=O)N3CCCC(C(F)(F)F)C3)CC2)cc1C (stereo unspecified) | -26% | -8% | 0%
CCN1C(=O)/C(=C2\Sc3ccccc3N2CC)OC1=S | -25% | 0% | 0%
COC(=O)C1=C(C(C)=O)C(c2ccc(C)cc2)n2nnnc2N1 (stereo unspecified) | 1% | -18% | 2%
CCOCCCNC(=O)c1c(NC(=O)c2cc(=O)c3cc(C)c(C)cc3o2)sc2c1CCC2 | u | -7% | 5%
Cc1cc(C)c(NC(=O)COC(=O)Cn2nc(-c3ccccc3)oc2=O)c(C)c1 | -5% | -12% | -3%
Cn1cccc1/C=N/n1cnnc1 | -16% | 6% | -2%
Cc1ccc(N(CC#N)C(=O)CS(=O)(=O)c2cccc([N+](=O)[O-])c2)cc1 | -12% | 1% | 4%
CN1CCN(C(=O)/C(C#N)=C/c2ccc(F)cc2)CC1 | -21% | -12% | 1%
CC1(C)CC(=O)c2cn3ncnc3nc2C1 | 2% | 1% | 4%
CC(=O)c1ccc(Cc2ccccc2)cc1 | -6% | -7% | -5%
O=C(COc1cccc([N+](=O)[O-])c1)N/N=C/c1ccco1 | -25% | -1% | -5%
Cc1ccc(OCC(=O)N(Cc2ccccc2)C(C)(C)C)c([N+](=O)[O-])n1 | u | -4% | 0%
Cc1ccc(N=Cc2cc(Br)cc(Cl)c2O)cc1 | -22% | -8% | -5%
CC1(C)CC(=O)C=C(NCc2ccco2)C1 | -7% | -12% | -3%
COC(=O)[C@@H]1C[C@@H]2CC[C@@H](O)C[C@@H]2N1Cc1ccc(N2CCN(C)CC2)cc1 | 1% | u | 8%&2%
COc1ccc(S(=O)(=O)N2CCC(O)(c3cccnc3)CC2)cc1OC | -20% | -2% | 0%

Remaining list, next part.
SMILES | TDP1 cell noCPT | KAT2A inh | TDP1 block
CC(C)Cc1nnc(NC(=O)CN2C(=O)NC3(CCCCC3)C2=O)s1 | -4% | -2% | 1%
CCO[C@@H]1OC(C(=O)N2CCN(Cc3ccccc3)CC2)=C[C@H](C)[C@H]1CCCO | -12% | -21% | 3%
Cc1ccc(C)c(NC(=O)c2cc(-c3cc(C)ccc3O)n[nH]2)c1 | u | -11% | x
Brc1cccc(-c2nc3cccnc3nc2-c2cccc(Br)c2)c1 | 16µM* | 1% | x
NNC(=O)c1n[nH]c(=O)c2ccccc12 | 3% | -2% | -1%
CNc1ccc(NC(C)=O)cc1[N+](=O)[O-] | 0% | -14% | 0%
COc1ccccc1CNC(=O)c1ccccc1N | 0% | -7%[0.501 µM] | 4%
COc1cc2c(cc1OC)C(C(=O)c1ccc(OC)c(OC)c1O)=NCC2 | -24%[9.04 µM] | x | 7%
CC(C)Oc1ccc(Cn2c(=O)oc3ccccc32)cc1 | 5% | -17% | x
CC(=O)Nc1nonc1-c1nnc(SCC(=O)Nc2ccc(C)cc2C)n1C | u | -2% | 2%
COc1ccccc1CNC(=O)c1ccccc1OC | -20% | 2% | 4%
Cc1ccc(OCC(=O)n2cnnc2N)c(C)c1 | x | 1% | 0%
C/C(=N\Nc1ccc(Cl)cc1)c1ccccn1 | -21% | -9% | 8%
N#Cc1ccccc1NC(=O)Nc1cccc(Cl)c1 | -21% | x | -1%
O=C1C2C3C=CC(C3)C2C(=O)N1c1cccc(-c2nc3ccccc3o2)c1 (stereo unspecified) | -4% | -7% | 1%
COc1ccc2cc(C3(C)NC(=O)N(CC(=O)NCCC4=CCCCC4)C3=O)ccc2c1 (stereo unspecified) | u | -2% | 2%
O=C(Cc1cn2ccsc2n1)Nc1nc2c(s1)CCCC2 | -19% | -3% | 4%
COc1ccc(C(=O)N/C(=C\c2ccco2)C(=O)NC2CCS(=O)(=O)C2)cc1 (stereo unspecified) | -19% | -2% | 0%
COc1ccccc1C(=O)NCC(=O)OCC(=O)c1cccc2ccccc12 | u | -6% | 1%&-3%
CC(C)=CCC/C(C)=C/CC/C(C)=C/CC/C(C)=C/CO | -17%&0% | -26%&-8% | 6%
O=C(Nc1ccc2ccccc2c1)C(c1ccccc1)C1CCCC1 (stereo unspecified) | u | -18% | 0%
N/C(=N\OC(=O)c1ccc2ccccc2c1)c1ccncc1 | 10% | 0% | -2%
CCOC(=O)c1c(C)oc2nc(C)nc(NCC3CCN(Cc4cccc(Cl)c4)CC3)c12 | -19% | 13% | 4%
CCOc1ccc(/C=C/c2nc(C#N)c(NCCCN(C)C)o2)cc1 | u | -3%&-3% | 4%&-5%
O=C(O)CCSc1nnc(COc2cccc3ccccc23)n1-c1cccc(Cl)c1 | -3% | -6% | 7%
Cc1cccnc1NC(=S)Nc1ccc(Cl)c(Cl)c1 | u | 18% | -1%
CCC(C)NC(=O)c1ccc(C(=O)c2ccccc2)cc1 (stereo unspecified) | -1% | -5% | -1%
O=c1cc(-c2ccc(O)cc2)oc2ccccc12 | u | 2% | x
Cc1cc(/C=C2\SC(=S)NC2=O)c(C)n1-c1ccccc1 | u | -21% | 4%
CCc1c(C)c(C#N)c2nc3ccccc3n2c1-n1nc(C)cc1C | u | -7% | 3%

Exported with values under each structure: 6 of the compounds above
Order of results: TDP1 cell noCPT	KAT2A inh	TDP1 block
> Cc1cc(/C=C2\SC(=S)NC2=O)c(C)n1-c1ccccc1
  u	-21%	4%
> O=C(O)CCSc1nnc(COc2cccc3ccccc23)n1-c1cccc(Cl)c1
  -3%	-6%	7%
> O=C(Cc1cn2ccsc2n1)Nc1nc2c(s1)CCCC2
  -19%	-3%	4%
> CCc1c(C)c(C#N)c2nc3ccccc3n2c1-n1nc(C)cc1C
  u	-7%	3%
> COc1ccccc1C(=O)NCC(=O)OCC(=O)c1cccc2ccccc12
  u	-6%	1%&-3%
> CCOC(=O)c1c(C)oc2nc(C)nc(NCC3CCN(Cc4cccc(Cl)c4)CC3)c12
  -19%	13%	4%

Part of the list above, field by field:
O=C(Cc1cn2ccsc2n1)Nc1nc2c(s1)CCCC2
  TDP1 cell noCPT: -19%	KAT2A inh: -3%	TDP1 block: 4%

COc1ccc(C(=O)N/C(=C\c2ccco2)C(=O)NC2CCS(=O)(=O)C2)cc1 (stereo unspecified)
  TDP1 cell noCPT: -19%	KAT2A inh: -2%	TDP1 block: 0%

Continuation.
SMILES | TDP1 cell noCPT | KAT2A inh | TDP1 block
COC(=O)N/N=C\c1c(C)[nH]n(-c2ccccc2)c1=O | -13% | -4% | 4%
O=C(Nc1ccc([N+](=O)[O-])cc1)C1CC1(c1ccccc1)c1ccccc1 (stereo unspecified) | u | 34%[activator] | 4%
COc1ccc(S(=O)(=O)NCCc2sc(-c3cccnc3)nc2C)cc1 | x | -5% | -1%
Cc1n[nH]c(C)c1S(=O)(=O)N1CCCC(C(=O)N2CCc3ccccc32)C1 (stereo unspecified) | u | -12% | 2%
CC(C)Cc1nnc(NC(=O)Cc2ccc([N+](=O)[O-])cc2)s1 | 3% | -5% | 3%
O=C(O)c1ccc(-c2ncc[nH]2)cc1 | u | 1% | 7%
CCCCNc1c2c(nc3c(-c4ccccc4)c(C)nn13)CCC2 | 29µM* | -4% | 0%
O=S(=O)(Nn1cnnc1)c1ccccc1Cl | -27% | u | 0%
CN(CC(=O)NCC(c1ccco1)N1CCCCC1)S(=O)(=O)c1ccc(Cl)cc1 (stereo unspecified) | u | -13% | 6%
Cn1c(=O)c2c(nc(CN3CCc4ccccc4C3)n2Cc2ccccc2F)n(C)c1=O | 6.5µM* | -8% | 6%
Cc1c(/C=N/NC(=O)c2ccc(Br)o2)cnn1C | 2% | 2% | 4%

High-throughput results (PubChem)
